# MrgX1 agonist – agonists of human MrgX1 receptor | MrgX1-HEK293 cells, Fluo-4 calcium fluorescence, agonist mode; stronger effect = higher value | B-score at 10 µM | 310,000 tested, 0.44% active;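 active means calcium response B-score plate-corrected fluorescence ratio at least 3 library SD, with starting fluorescence B-score inside 5 SD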
#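 Assay system: stable human MrgX1 HEK293 cell line. Quantity: 15,000 cells per well. Schedule: cells plated overnight, dye loaded 0.5 h 37 °C, 0.5 h room temperature. Detection: Fluo-4 NW calcium-flux fluorescence, kinetic read. Read-out basis: peak-minus-minimum fluorescence over baseline, converted to B scores. Control set: positive and negative control wells on each plate.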
# TRPC6 inh – blocks the mouse TRPC6 cation channel | B-score at 10 µM | 310,000 tested, 1.1% active | HEK293-TRPC6, membrane potential dye, ACh-evoked depolarization; stronger effect = lower value | Q61143 | AID 2553;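 active means B-score under library mean minus 3 SD, initial fluorescence not abnormally high, positive integrated signal ratio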;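 further: B-score derived from integrated fluorescence ratio over the kinetic read; more negative B-score means stronger inhibition of depolarization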
# TRPC4 potent – allosterically enhances the mouse TRPC4 cation channel. 310,000 tested, 0.42% active. B-score at 10 µM. AID 2227. Q9QUQ5. HEK293 TRPC4beta/mu-opioid, DAMGO EC20, Fluo-4 Ca2+ flux; stronger effect = higher value;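 active means B-score of calcium response area above 5 SD of library B-scores, with initial fluorescence ratio within 5 SD of library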;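 further: B-score of integrated fluorescence ratio over time as area under calcium response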
# RGS4 inh – human RGS4 inhibition. 310,000 tested, 0.45% active. P49798. AID 463165. B-score at 10 µM. HEK293 M3R/RGS4 inducible, Fluo-4 calcium flux; stronger effect = higher value; triggered by carbachol at its EC20;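 active means B-score, a plate-corrected calcium signal, over three deviations above library mean, with baseline fluorescence within five deviations of library mean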;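 further: RGS4 expression induced by doxycycline in cells with stable M3 receptor; B-score is computed from the integrated fluorescence ratio over baseline after carbachol; higher B-score means a larger calcium signal and so more RGS4 inhibition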
# TRPC4 block – blocks the mouse TRPC4 cation channel | Q9QUQ5 | HEK293 TRPC4beta/mu-opioid, DAMGO-evoked Fluo4 calcium flux; stronger effect = lower value | B-score at 10 µM | 300,000 tested, 0.39% active | AID 2247;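 active means B-score over 3 SD under the library average, no early fluorescence shift, positive overall ratio signal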
#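 Test system – stable TRPC4beta/mu-opioid receptor HEK293 cells · Probe or stimulus – DAMGO, a submaximal dose followed by a maximal one · Dosing – one concentration per compound · Signal – Fluo4 calcium fluorescence by kinetic imaging, 5 s 1 Hz baseline · Evaluation – per-well B score of integrated baseline-normalized Fluo4 ratio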
# TMEM16A act – activators or potentiators of mouse TMEM16A chloride channel; Q8BHY3; HEK293 TMEM16A/YFP-H148Q/I152L, iodide quench fluorescence; stronger effect = lower value; B-score at 10 µM; 340,000 tested, 0.3% active;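 active means fluorescence-ratio B-score plate-corrected deviation score at least 3 library SD below zero, with starting fluorescence score within 5 deviations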;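 further: channel opened by trigger with iodide after compound preincubation; score built on the fluorescence ratio of max minus min over baseline; more negative score means more quench and so TMEM16A activation or potentiation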
# Target sequence (Q8BHY3 whole entry, looked up): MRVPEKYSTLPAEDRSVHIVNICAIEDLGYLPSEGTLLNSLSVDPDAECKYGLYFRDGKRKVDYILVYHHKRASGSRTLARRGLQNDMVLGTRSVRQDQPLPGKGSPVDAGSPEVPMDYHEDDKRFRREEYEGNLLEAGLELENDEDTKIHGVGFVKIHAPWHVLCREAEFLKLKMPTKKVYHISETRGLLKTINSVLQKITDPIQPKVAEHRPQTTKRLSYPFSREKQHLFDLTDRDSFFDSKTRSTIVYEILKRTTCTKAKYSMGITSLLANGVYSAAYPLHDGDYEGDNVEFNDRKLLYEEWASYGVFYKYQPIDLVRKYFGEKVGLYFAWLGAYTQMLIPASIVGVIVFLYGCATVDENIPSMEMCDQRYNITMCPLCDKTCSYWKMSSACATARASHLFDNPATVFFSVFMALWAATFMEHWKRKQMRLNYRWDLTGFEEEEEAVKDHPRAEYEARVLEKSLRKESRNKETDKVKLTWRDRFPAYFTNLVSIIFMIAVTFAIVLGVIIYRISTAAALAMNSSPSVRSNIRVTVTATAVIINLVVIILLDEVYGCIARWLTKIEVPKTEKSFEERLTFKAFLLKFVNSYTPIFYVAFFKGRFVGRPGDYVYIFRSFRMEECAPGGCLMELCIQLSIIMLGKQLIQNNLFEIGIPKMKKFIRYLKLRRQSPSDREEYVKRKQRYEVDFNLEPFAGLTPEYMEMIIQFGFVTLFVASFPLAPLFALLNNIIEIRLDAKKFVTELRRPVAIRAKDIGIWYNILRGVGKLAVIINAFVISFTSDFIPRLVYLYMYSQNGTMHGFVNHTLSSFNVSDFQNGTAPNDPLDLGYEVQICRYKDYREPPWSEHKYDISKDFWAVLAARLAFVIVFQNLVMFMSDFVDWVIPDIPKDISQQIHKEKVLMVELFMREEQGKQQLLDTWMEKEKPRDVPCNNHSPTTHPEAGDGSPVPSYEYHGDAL
# ANO1 block – mouse TMEM16A channel inhibition, primary screen | Q8BHY3 | AID 588511 | normalized B-score (activity score, 25-100; higher = stronger inhibition) at 10 µM | HEK293 TMEM16A/YFP iodide influx fluorescence, ionomycin | 310,000 tested, 1.2% active;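 active means ratio plate-corrected score three or more library SD toward inhibition, starting fluorescence score within five deviations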;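 further: score derived from kinetic fluorescence span divided by baseline fluorescence per well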
# MrgX1 PAM – human MrgX1 positive allosteric modulation, primary screen | Q96LB2 | MrgX1-HEK293, Fluo-4 calcium flux, FDSS; stronger effect = higher value | B-score at 10 µM | 310,000 tested, 0.63% active | AID 588675;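 active means plate-corrected calcium response at least 3 library SD above typical, normal starting fluorescence, not activating the receptor alone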;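 further: compound read alongside a low EC10 to EC30 dose of BAM8-22 agonist; peak minus trough fluorescence over baseline measured at the second addition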
# TRPC4 agonist – activators of mouse TRPC4 channel; Q9QUQ5; HEK293 TRPC4beta/mu-opioid, Fluo4 calcium fluorescence; stronger effect = higher value; B-score at 10 µM; 310,000 tested, 0.49% active; AID 2237;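 active means B-score above 5 SD of library B-scores, and initial fluorescence ratio not above library mean plus 5 SD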;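 further: positive B-score marks a calcium rise read as TRPC4 activation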
#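 Incubation: 45 min room-temperature Fluo4 loading, 110 s read / System: HEK293 cells stably co-expressing mouse TRPC4beta and mu-opioid receptor / Signal: Fluo4 fluorescence, kinetic / Control set: buffer (low) and maximal DAMGO (high) / Measure: integrated baseline-normalised fluorescence ratio, converted to per-well B score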
# MrgX1 antagonist – blocks BAM8-22 activation of human MrgX1 receptor. Q96LB2. MRGX1-HEK293 calcium flux, Fluo-4, BAM8-22 antagonism; stronger effect = lower value. B-score at 10 µM. 310,000 tested, 1.3% active. AID 588676;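 active means calcium-response B-score plate-corrected more than 3 library SD below zero, starting fluorescence within 5 deviations, no agonist response on first addition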;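 further: peak minus trough fluorescence over baseline after final BAM8-22 challenge near maximal dose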
# TRPC6 activator – activators of mouse TRPC6 channel; Q61143; HEK293-TRPC6 membrane potential dye fluorescence; stronger effect = higher value; B-score at 10 µM; 310,000 tested, 0.13% active;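 active means B-score of the integrated fluorescence ratio above library mean plus 3 SD, and starting fluorescence ratio within library mean plus 5 SD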;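 further: higher score means more depolarization so channel activation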
# Active calls of the source: *; i = inactive; / = no result given.
SMILES	MrgX1 agonist	TMEM16A act	TRPC4 potent	TRPC6 inh	TRPC6 activator	ANO1 block	RGS4 inh	MrgX1 PAM	TRPC4 agonist	MrgX1 antagonist	TRPC4 block
COc1ccc(C(C(=O)Nc2ccc(C(C)C)cc2)N(Cc2ccco2)C(=O)CC2NC(=O)NC2=O)cc1 (configuration not stated)	i	i	i	i	i	i	i	i	i	i	i
COc1cc(Nc2nc3ccc(Cl)cc3n3cnnc23)cc(OC)c1OC	i	i	i	i	i	i	i	i	i	i	i
Cc1ccc(NC(=O)CC2(CC(=O)O)CCCC2)c(C)c1	i	i	i	i	i	i	i	i	i	i	i
CC1CCN(C(=O)c2cc(-c3ccc4c(c3)OCO4)on2)CC1	i	i	i	i	i	i	i	i	i	i	i
COc1ccc(NC(=O)COC(=O)C2CCC2)cc1Cl	i	i	i	i	i	i	i	i	i	i	i
C#CCOCCOCCOCCNc1nc(N2CCN(C(=O)Cn3cc(CC(C)O)nn3)CC2)nc(N2CCN(C(=O)[C@H]([C@@H](C)CC)n3cc(CCCN=C(N)N)nn3)CC2)n1 (some centres not stated)	i	i	i	i	i	i	i	i	i	i	i
COC(=O)c1ccc(OCCCCN(C)Cc2ccccc2)cc1	i	i	i	i	i	i	i	i	i	i	i
O=C(CSc1nnc(CCc2nc3ccccc3[nH]2)n1-c1ccccc1)NCc1ccco1	i	i	i	i	i	i	i	i	i	i	i
NC(=O)C1=C[C@@H](C2CCCCC2)C[C@@H](OCc2ccc(CO)cc2)O1	i	i	i	i	i	i	i	i	i	i	i
O=C(Nc1cc(Cl)cc(Cl)c1)C(NCC1CCCO1)c1ccccc1 (configuration not stated)	i	i	i	i	i	i	i	i	i	i	i
O=C(CSc1cn[nH]n1)Nc1ccccc1C(=O)O	i	i	i	i	i	i	i	i	i	i	i
COc1ccccc1NC(=S)NCc1ccc(Cl)cc1	i	i	i	i	i	i	i	i	i	i	i
COc1ccc(CCNC(=O)c2cc(-c3ccccc3)c(N3CCOCC3)s2)c(OC)c1OC	i	i	i	i	i	i	i	i	i	i	i
Cc1cc(NC(=O)CSc2nnc3c(C)cc4cc(C)c(C)cc4n23)no1	i	i	i	i	i	i	i	i	i	i	i
Brc1ccc2[nH]ncc2c1	i	i	i	i	i	i	i	i	i	i	i
O=C(COC(=O)c1ccc(-c2cnc3ccccc3n2)cc1)c1ccccc1	i	i	i	i	i	i	i	i	i	i	i
COc1cc2c(c(OC)c1OC)-c1ccc(OC)c(=O)cc1[C@@H](NC(C)=O)CC2	i	i	i	i	i	i	i	i	i	i	i
CC(=C/c1ccccc1)/C=N/NC(=O)c1cnccn1	i	i	i	i	i	i	i	i	i	i	i
Nc1ncnc(N)c1N=Nc1ccccc1	i	i	i	i	i	i	i	i	i	i	i
Cc1ccccc1NC(=O)C1CCC(C)(C(=O)O)C1(C)C (configuration not stated)	i	i	i	i	i	i	i	i	i	i	i
COc1ccc(N2CCN(C(=O)CCNS(=O)(=O)c3ccc(Br)s3)CC2)cc1	i	i	i	i	i	i	i	i	i	i	i
CCC(=O)Nc1ccc(C(=O)COC(=O)CCN2C(=O)C3CC=CCC3C2=O)cc1 (configuration not stated)	i	i	i	i	i	i	i	i	i	i	i
CCOc1ccc2nc(SCC(=O)NC3CCCc4ccccc43)sc2c1 (configuration not stated)	i	i	i	i	i	i	i	i	i	i	i
CC1=NCCN1S(=O)(=O)c1ccc(Br)c(C)c1	i	i	i	i	i	i	i	i	i	i	i
COc1ccc(N2CCN(S(=O)(=O)c3ccc(OC)c(C(=O)N4CCOCC4)c3)CC2)cc1	i	i	i	i	i	i	i	i	i	i	i
Cc1cccc(-c2noc(CCC(=O)NC3CCCC3)n2)c1	i	/	i	i	i	i	i	i	i	i	i
Cc1cc(Cl)ccc1OCCNC(=S)NC(=O)c1cccnc1	i	i	i	i	i	i	i	i	i	i	i
Cc1nc(Nc2cccc(C(C)O)c2)c2nnn(Cc3ccccc3F)c2n1 (configuration not stated)	i	i	i	i	i	i	i	i	i	i	i
Cc1ccc(-c2nc3ccc([N+](=O)[O-])cc3[nH]2)cc1	i	i	i	i	i	i	i	i	i	i	i
O=C(NCc1ccccc1Cl)C1CCCN(c2ncnc3c2nc2n3CCCCC2)C1 (configuration not stated)	i	i	i	i	i	i	i	i	i	i	i
CC1CN(Cc2nc3c(c(=O)n(C)c(=O)n3C)n2CCCO)CC(C)O1 (configuration not stated)	i	i	i	i	i	i	i	i	i	i	i
Cn1cc(/C=C(\NC(=O)c2ccccc2)C(=O)NCCN2CCOCC2)c2ccccc21	i	i	i	i	i	i	i	i	i	i	i
COC(=O)[C@@H]1C[C@@H](C(=O)O)[C@H](C)C1(C)C	i	i	/	/	/	i	/	i	/	i	/
COC(=O)c1cn(CC(=O)N2CCCCCC2)c2ccccc12	i	i	i	i	i	i	i	i	i	i	i
Cc1noc(C)c1CSCC(=O)N(C)CC(=O)Nc1ccc(F)c(F)c1F	i	i	i	i	i	i	i	i	i	i	i
CN(c1ccc([N+](=O)[O-])cc1C(=O)Nc1ccccc1)C1CCCCC1	i	i	i	i	i	i	i	i	i	i	i
Cc1ccc(-c2cc(-c3ccco3)c3c(N)c(C(=O)NN)oc3n2)cc1	i	i	i	i	i	i	i	i	i	i	i
CCc1ccc(S(=O)(=O)N2CCN(C(=O)C3CCN(C(C)=O)CC3)CC2)cc1	i	i	i	i	i	i	i	i	i	i	i
NC(=O)CCC(=O)N1CCCC(C(=O)c2ccc(C(F)(F)F)cc2)C1 (configuration not stated)	i	i	i	i	i	i	i	i	i	i	i
Cc1ccc(S(=O)(=O)N/N=C/c2ccc(C#N)cc2)cc1	i	i	i	i	i	i	i	i	i	i	i
Cc1cc(=O)oc2cc(OCC(=O)OC(C)C(=O)NC3CCCC3)ccc12 (configuration not stated)	i	i	i	i	i	i	i	i	i	i	i
O=C1CCC[C@@H]2Cc3[nH]c4c(Cl)ccc(Cl)c4c3[C@@H]3CCN1[C@H]23	i	i	i	i	i	i	i	i	i	i	i
Cc1ccc2cccc(OCCCOc3ccccc3F)c2n1	i	i	i	i	i	i	i	i	i	i	i
COc1cc(/C=C(\C#N)c2nc3ccccc3[nH]2)ccc1O	59*	i	i	i	i	i	i	i	i	i	i
Cc1ccc(F)cc1NC(=O)Cc1ncc(C(F)(F)F)cc1Cl	i	i	i	i	i	i	i	i	i	i	i
O=C(O)COc1ccc(/C=N/NC(=O)c2cccc3ccccc23)cc1	i	i	i	i	i	i	i	i	i	i	i
Cc1cc(NC(=O)CSc2ccc3nnc(CCNS(=O)(=O)c4ccccc4)n3n2)no1	i	i	i	i	i	i	i	i	i	i	i
O=C1NCCCCC1NS(=O)(=O)c1ccc(F)c(F)c1 (configuration not stated)	i	i	i	i	i	i	i	i	i	i	i
COc1ccc(C)cc1NC(=O)COC(=O)c1ccccc1SCC(=O)N1CCCC1	i	i	i	i	i	i	i	i	i	i	i
CC(=O)c1cc(CC=C(C)C)c(O)cc1O	i	i	i	i	i	i	i	9.9*	i	i	i

# Going on with the list:
SMILES	MrgX1 agonist	TMEM16A act	TRPC4 potent	TRPC6 inh	TRPC6 activator	ANO1 block	RGS4 inh	MrgX1 PAM	TRPC4 agonist	MrgX1 antagonist	TRPC4 block
CC1CCc2[nH]c3ccc(C(=O)N(C)CC(=O)Nc4ccc(F)cc4)cc3c2C1 (configuration not stated)	i	i	i	i	i	i	i	i	i	i	i
CN=CC1=C(O)c2ccccc2C1=O	i	i	i	i	i	i	i	i	i	i	i
Cn1c(=O)c2[nH]c(-c3ccccc3)c(O)c2n(C)c1=O	i	i	i	i	i	i	i	i	i	i	i
Cc1[nH][nH]c(=O)c1C(c1ccc(-c2cccc(C(=O)O)c2)o1)c1c(C)[nH][nH]c1=O	i	i	i	i	i	i	i	i	i	i	i
COc1cc2cc(C(c3nnnn3Cc3ccc(F)cc3)N3CCCCCC3)c(=O)[nH]c2cc1OC (configuration not stated)	i	i	i	i	i	i	i	i	i	i	i
Cc1nc2scc(C)n2c(=O)c1S(=O)(=O)Nc1ccc(N2CCN(C(=O)C(C)C)CC2)cc1	i	i	i	i	i	i	i	i	i	i	i
CN(C)S(=O)(=O)Oc1ccsc1C(=O)Nc1ccc(Br)cc1	i	i	i	i	i	i	i	i	i	i	i
COc1ccc(/C=N\NC(=O)C2=NNC(=O)C2C)cc1 (configuration not stated)	i	i	i	i	i	i	i	i	i	i	i
Cc1ccccc1CNC(=O)C1CCCN(c2cnccn2)C1 (configuration not stated)	i	i	i	i	i	i	i	i	i	i	i
CCOC(=O)N1CCC(NC(=O)CSCc2nc(-c3ccc(OCC)cc3)oc2C)CC1	i	i	i	i	i	i	i	i	i	i	i
Cc1c(C(=O)N2CCCCC2)c(S(=O)(=O)N(C)Cc2ccccc2)c(C)n1C	i	i	i	i	i	i	i	i	i	i	i
COc1ccc(-c2nnc3ccc(SCC(=O)N4CCOCC4)nn23)cc1	i	/	i	i	i	i	i	i	i	i	i
COc1cc(N=Cc2c(O)[nH]c3ccccc23)cc(OC)c1OC	i	i	i	i	i	i	i	i	i	i	i
CCOc1ccc(-n2c(SCC(=O)Nc3cc(C)on3)nc3c(c2=O)SCC3)cc1	i	i	i	i	i	i	i	i	i	i	i
Cc1ccnc(NS(=O)(=O)c2ccc(C(C)(C)C)cc2)c1	i	/	i	i	i	i	i	i	i	i	i
O=C(NC(=S)N1CCN(c2nc(-c3ccccc3)cs2)CC1)c1cccnc1	i	i	i	i	i	i	i	i	i	i	i
COc1ccccc1N=Cc1c(C)[nH]n(-c2ccc(C)cc2C)c1=O	i	i	i	i	i	i	i	i	i	i	i
CCn1c(=O)c(C(=O)CN2CCN(S(=O)(=O)c3ccccc3)CC2)c(N)n(Cc2ccccc2)c1=O	27*	i	i	i	i	i	i	i	i	i	i
Cc1cccc(-c2n[nH]c(=S)n2/N=C/C=C/c2ccco2)c1	i	i	i	i	i	i	i	i	i	i	i
